# Screens from PubChem BioAssay.
# FBA Mtb inh – inhibits M. tuberculosis FBA enzyme; P9WQA3; actives 2.3% (n = 360,000); purified M. tuberculosis FBA, fluorescence read-out; AID 588726; inhibition, % at 1 µM; in the data active = inhibition above about 27%;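 also: 0% = vehicle and 100% = reference inhibitor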
# Target sequence (P9WQA3 whole entry, looked up): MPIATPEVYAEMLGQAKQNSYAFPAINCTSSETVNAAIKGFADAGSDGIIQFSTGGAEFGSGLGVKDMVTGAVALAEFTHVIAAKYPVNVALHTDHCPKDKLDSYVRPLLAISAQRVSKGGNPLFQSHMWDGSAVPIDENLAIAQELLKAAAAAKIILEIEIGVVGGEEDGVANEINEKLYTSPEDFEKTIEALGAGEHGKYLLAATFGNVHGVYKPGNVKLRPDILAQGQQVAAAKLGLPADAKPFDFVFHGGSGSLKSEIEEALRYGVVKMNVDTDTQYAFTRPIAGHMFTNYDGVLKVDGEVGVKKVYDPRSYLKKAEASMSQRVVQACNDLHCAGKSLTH
# FadD28 binding – inhibitors of Mycobacterium tuberculosis FadD28 bisubstrate binding; FadD28 bisubstrate probe binding, fluorescence polarization; inhibition, % at 12.5 µM; actives 0.22% (n = 360,000); in the data active = inhibition above about 8.5%, passing the limit was not always enough
# Y pestis TopoI – blocks Yersinia pestis topoisomerase I activity | activity, % at 10 µM | Y. pestis Topo-I cleavage product accumulation, plate reader | actives 0.064% (n = 360,000); in the data active = activity above about 50%, passing the limit was not always enough; also: inactives centre near 2
# BH1578 lux ind – inducers of Vibrio cholerae quorum light production without autoinducers; V. cholerae BH1578 lux reporter, luminescence, 6 h; activation, % at 18.7 µM; actives 0.16% (n = 350,000); in the data active = activation mostly above about 9.7%, no sharp cut-off; also: not every result past the cut was called active; inactives centre near 0; reference of the scale not given here
# TcdB GH inh – inhibitors of Clostridioides difficile toxin B glycohydrolase | TcdB glycohydrolase enzymatic assay, plate reader | inhibition, % at 9.99 µM | actives 0.24% (n = 350,000) | AID 652162; in the data active = inhibition above about 10%
# Mtb BioA inh – blocks M. tuberculosis BioA enzyme activity; purified M. tuberculosis BioA enzyme, plate reader; inhibition, % at 9.99 µM; actives 0.096% (n = 360,000); in the data active = inhibition above about 40%
# GDH-TPI inh – GDH-TPI coupled enzyme inhibition counter-screen; GDH-TPI coupled enzyme counterscreen, NADH absorbance; inhibition, % at 4.8 µM; actives 1.2% (n = 360,000); AID 588335; in the data active = inhibition above about 30%;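 also: 0% = DMSO wells and 100% = wells lacking the enzyme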
# Mtb UGM inh – blocks M. tuberculosis UGM enzyme; purified UGM, fluorescence polarization probe displacement; P9WIQ1; actives 0.06% (n = 320,000); inhibition, % at 10 µM; in the data active = inhibition above about 10%, passing the limit was not always enough
# Target sequence (P9WIQ1 whole entry, looked up): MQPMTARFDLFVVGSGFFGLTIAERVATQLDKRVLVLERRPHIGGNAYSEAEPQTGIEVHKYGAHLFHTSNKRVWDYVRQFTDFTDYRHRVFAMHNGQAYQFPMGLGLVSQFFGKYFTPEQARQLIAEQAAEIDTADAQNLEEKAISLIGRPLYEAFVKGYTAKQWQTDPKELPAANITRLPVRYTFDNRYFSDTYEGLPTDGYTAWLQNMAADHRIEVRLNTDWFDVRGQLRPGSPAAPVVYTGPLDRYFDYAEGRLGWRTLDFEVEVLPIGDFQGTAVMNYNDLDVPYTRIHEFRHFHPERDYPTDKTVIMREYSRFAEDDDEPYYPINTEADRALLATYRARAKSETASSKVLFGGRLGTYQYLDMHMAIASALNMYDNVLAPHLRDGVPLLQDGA
# PfHsp40 yeast – rescue of PfHsp40-mediated yeast toxicity | S. cerevisiae expressing PfHsp40, growth rescue, ATP luminescence | growth rescue, % at 12.5 µM | actives 0.68% (n = 340,000); in the data active = growth rescue above about 28%, passing the limit was not always enough;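 also: yeast W303a lacking pdr1 and pdr3 grown in galactose medium; growth measured after three days at 30 °C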
# * marks the source's active call; other numbers are inactive results; i = inactive; nt = not tested or not shown; & = joins results of further samples.
SMILES,FBA Mtb inh,FadD28 binding,Y pestis TopoI,BH1578 lux ind,TcdB GH inh,Mtb BioA inh,GDH-TPI inh,Mtb UGM inh,PfHsp40 yeast
COC(=O)Nc1nnc(-c2ccncc2)s1,108*,0.0,12,-0.2,nt,-2.2,19,-0.6,-1.1
Cc1ccc(NC2CCCN(C(=O)CSc3ccncc3)C2)cc1C (stereo unspecified),0,-2.8,13,-0.3,0.3,1.9,-5,0.8,-0.1
Cc1cc(C(=O)CSc2nnc(-c3ccc4c(c3)OCO4)o2)c(C)n1-c1ccc(F)cc1,-3,-3.1,6,-0.3,-0.2,-0.3,6,2.8,-0.6
COc1ccc(N2CC(C(=O)N3CCN(c4ccccc4)CC3)CC2=O)cc1 (stereo unspecified),1,0.5,7,0.0,0.1,0.9,-9,-2.1,1.1
CC(=O)c1ccc(NC(=O)CCNC(=O)c2ccccc2Cl)cc1,1,0.1,3,-0.3,1.1,nt,-2,1.4,-0.6
O=C(OCC(=O)N1CCc2ccccc2C1)c1ccc(Cl)c([N+](=O)[O-])c1,0,-1.7,18,i,0.8,9.8,-2,2.0,1.6
Cc1cc(NC(=O)c2ccc([N+](=O)[O-])cc2Cl)ccc1NC(=O)c1ccco1,0,-5.3,3,i,0.4,-0.3,6,1.5,-1.5
Cc1noc(C)c1CNCc1ccccc1,-1,-2.2,5,i,0.1,nt,-5,2.6,0.4
CCOc1nc(-c2ccccc2)c2cc(C)ccc2n1,23,-1.9,9,-0.3,0.1,-0.7,0,-2.5,-0.3
CCCCOc1ccc(C(=O)Nc2cccc(-n3cnnn3)c2)cc1OC,-1,-1.0,-1,-0.1,1.1,-1.4,2,-1.8,0.4
C[C@H](CO)N1C[C@H](C)[C@@H](CN(C)C(=O)NC2CCCCC2)Oc2c(NS(=O)(=O)c3cccs3)cccc2C1=O,2,0.2,18,i,-8.9&-0.3,-1.6&-2.8,2,0.4,0.2
COc1ccc(S(=O)(=O)/N=C2/NC(=O)/C(=C\c3ccco3)S2)cc1,-2,7.5,3,-0.4,nt,nt,25,0.7,1.4
Cc1nn(C(=O)c2cc3sccc3[nH]2)c(C)c1C,-1,-2.0,2,-5.9,1.9,-0.4,35*,0.0,-0.6
CC1=NN(C(N)=S)C(=O)C1N=Nc1ccccc1C (stereo unspecified),-8,-0.8,-3,-0.1,nt,-1.0,7,0.6,5.0
O=C(Nc1cccc(-c2cn3ccccc3n2)c1)c1cccc(Cl)c1,-1,-0.3,1,2.2,nt,nt,4,-0.5,4.9
CN(C)S(=O)(=O)c1ccc(NC(=O)COc2cccc3c2OC(C)(C)C3)cc1,0,-1.0,9,5.6,-1.5,-0.1,-2,nt,0.2
O=S1(=O)CCOC[C@H](Cc2ccccc2)N1Cc1cccc(C(F)(F)F)c1,-1,-5.4,20,i,1.3,-0.2,-13,-3.1,0.1
Cn1c(=O)c2c(ncn2CC(=O)Nc2ccc3c(c2)OCO3)n(C)c1=O,2,-0.5,-11,i,-0.2,1.1,10,3.4,-0.4
Cn1c(=N)n(CC(=O)c2ccc(Br)s2)c2ccccc21,4,-0.9,-2,nt,nt,0.5,-3,0.1,0.9
CNC(=S)N1N=C(c2ccccc2)CC1c1ccc(Br)cc1 (stereo unspecified),-1,-8.8,-5,2.1,nt,-0.4,27,-2.1,-0.3
COCc1cc(C)n(CC(=O)NCc2ccccc2)c(=O)c1C#N,13,1.7,1,-0.3,-1.0,-0.9,10,2.0,-0.5
CNC(=O)Nc1cccc(-c2cc(-c3c(Cl)cccc3Cl)no2)c1,2,-23,0,-0.6,-3.5,nt,-4,-5.1,0.0
Cn1c(-c2sc3cc(C(F)(F)F)cnc3c2-c2cccnc2)n[nH]c1=S,3,-0.9,6,i,nt,6.9,16,0.8,0.6
CCS(=O)(=O)/N=C(\N)c1ccccc1,2,-4.1,0,i,0.6,0.2,-9,0.5,-2.6
COCCn1c(=S)[nH]c2cc(C(=O)NCCCN3CCOCC3)ccc2c1=O,-3,-0.4,-4,-0.2,0.4,-0.5,-1,0.1,0.8

# Compound profiles, from the list above:
# Listed for COc1ccc(S(=O)(=O)/N=C2/NC(=O)/C(=C\c3ccco3)S2)cc1 = FBA Mtb inh: -2; FadD28 binding: 7.5; Y pestis TopoI: 3; BH1578 lux ind: -0.4; TcdB GH inh: nt; Mtb BioA inh: nt; GDH-TPI inh: 25; Mtb UGM inh: 0.7; PfHsp40 yeast: 1.4
# Listed for Cc1cc(C(=O)CSc2nnc(-c3ccc4c(c3)OCO4)o2)c(C)n1-c1ccc(F)cc1 = FBA Mtb inh: -3; FadD28 binding: -3.1; Y pestis TopoI: 6; BH1578 lux ind: -0.3; TcdB GH inh: -0.2; Mtb BioA inh: -0.3; GDH-TPI inh: 6; Mtb UGM inh: 2.8; PfHsp40 yeast: -0.6

# Already shown: an excerpt of the list.
SMILES,FBA Mtb inh,FadD28 binding,Y pestis TopoI,BH1578 lux ind,TcdB GH inh,Mtb BioA inh,GDH-TPI inh,Mtb UGM inh,PfHsp40 yeast
CCS(=O)(=O)/N=C(\N)c1ccccc1,2,-4.1,0,i,0.6,0.2,-9,0.5,-2.6
COCCn1c(=S)[nH]c2cc(C(=O)NCCCN3CCOCC3)ccc2c1=O,-3,-0.4,-4,-0.2,0.4,-0.5,-1,0.1,0.8

# More compounds.
SMILES,FBA Mtb inh,FadD28 binding,Y pestis TopoI,BH1578 lux ind,TcdB GH inh,Mtb BioA inh,GDH-TPI inh,Mtb UGM inh,PfHsp40 yeast
CC(C)c1ccc(S(=O)(=O)Nc2ccc(N3CCOCC3)cc2)cc1,1,-4.6,2,-0.2,0.9,3.6,-6,-0.2,-0.4
O=C(COC(=O)/C=C/c1cccs1)NC(c1ccccc1)c1ccccc1,1,-2.7,23,-0.2,nt,-2.6,6,4.4,-1.0
COc1ccc2c3c1OC1C(O)C=CC4[C@@H](C2)N(C)CC[C@]314 (stereo partly specified),1,-2.3,8,-0.3,0.6,-4.2,2,nt,-0.3
O=C(O)c1sc2cc(C(F)(F)F)cnc2c1-c1ccccc1,-3,-1.1,7,i,nt,-2.3,9,2.9,-1.4
CN1OC[C@@H]2CN(Cc3ccc4c(c3)OCO4)[C@H](c3ccc(N4CCCCC4)cc3)C[C@@H]21,2,0.5,nt,nt,1.1,1.0,nt,nt,nt
Cn1cncc1C#Cc1ccc2c(=O)c3ccccc3oc2c1,3,-2.3,9,-11,-0.2,0.4,41*,-1.2,0.5
COc1ccc(Cc2nc3ccc(S(=O)(=O)N4CCOCC4)cc3[nH]2)cc1,2,-2.9,6,0.0,nt,nt,4,1.4,0.3
CS(=O)(=O)c1cccc(C(=O)NCc2ccccc2)c1,2,0.0,8,-4.8,-0.3,0.0,4,-2.4,-0.9
COc1ccc(OCC(=O)Nc2ccccc2Cl)cc1,0,-3.6,5,-0.3,0.8,nt,0,0.4,0.1
COc1ccc(C(=O)Nn2cc3c(c2-c2ccccc2)c(=O)n(C)c(=O)n3C)cc1,0,-2.3,1,i,1.1,0.4,6,-4.2,2.4
CCCCn1c(N)c(N(CC(C)C)C(=O)C2CCN(c3ncnc4sc(C)c(C)c34)CC2)c(=O)[nH]c1=O,1,-0.9,5,i,2.7,-0.3,5,-2.2,-1.0
COc1ccc2c(c1)C(=NN)c1cc(OC)ccc1-2,2,-1.8,-12,-0.7,nt,0.1,16,3.1,-0.1
O=C(COC(=O)CCc1c[nH]c2ccccc12)Nc1ccccc1C(F)(F)F,0,0.6,5,-2.1,-0.8,1.0,6,5.5,-0.1
CCOC(=O)c1cnc2c(C)cc(Cl)cc2c1N1CCN(C)CC1,1,0.0,24,i,1.6,nt,12,-2.6,0.3
CCOC(=O)c1c(N)sc(C(=O)Nc2ccc3c(c2)OCO3)c1C,2,0.2,-9,i,nt,0.8,24,0.8,-0.8
NC(=O)N/N=C/c1sc(N2CCCCC2)nc1-c1cccs1,0,-3.2,-7,-0.6,1.9,2.0,-4,1.5,-0.3
Clc1nnc(N/N=C/c2ccccc2)c2ccccc12,1,0.5,2,i,nt,1.0,20,6.0,5.7
N#CCCN(C(=O)COC(=O)c1ccc2c(=O)n3c(nc2c1)CCC3)c1ccc(F)cc1,2,-2.5,0,-0.4,-1.1,nt,4,-0.4,0.6
Nc1cccc(-c2cn3cccnc3n2)c1,6,0.1,-9,1.3,0.8,1.3,7,1.6,-0.4
Cc1cc(NC(=O)CC2CCCC2)n(-c2nc3ccccc3[nH]2)n1,1,-1.2,3,i,nt,-0.4,2,0.5,-0.7
Cc1c(-c2ccccc2)nc2ccccc2c1C(=O)O,3,1.4,-4,-0.3,1.0,nt,10,4.3,0.5
CC(C)c1ccc(N=C2NN=C(c3cccs3)CS2)cc1,0,-1.8,15,-0.3,1.5,nt,9,2.6,0.7
O=C(NC12CC3CC(CC(C3)C1)C2)N(Cc1ccccc1)Cc1ccncc1,5,-1.0,-2,-0.3,1.9,2.1,7,0.5,0.2
COc1ccc2[nH]cc(CCNC(C)=O)c2c1,2,-0.3,4,i,-12,-0.1,-2,-1.4,-2.0
C[C@@H]1[C@H](O)C[C@@]23COC(=O)C2=CCC[C@@H]3[C@@]1(C)CC/C(=C/CO)CO,1,-1.7,6,-0.4,1.4,0.2,3,-0.8,0.0

# More structures
SMILES,FBA Mtb inh,FadD28 binding,Y pestis TopoI,BH1578 lux ind,TcdB GH inh,Mtb BioA inh,GDH-TPI inh,Mtb UGM inh,PfHsp40 yeast
COc1ccccc1N1CCN(CCCCN2C(=O)c3ccccc3C2=O)CC1,-3,-2.4,8,0.5,0.3,-0.5,-6,1.8,2.9
CCOc1ccccc1C(=O)Nc1ccc(S(=O)(=O)N2CCN(C)CC2)cc1,0,0.1,16,-1.6,1.2,-0.4,-5,-0.5,0.5
CC(=O)N1CCC2(CC1)C/C(=N\NC(=S)Nc1ccccc1C)c1cc(O)ccc1O2,3,-2.4,-1,-1.4,0.0,1.7,6,-0.7,-0.5
CCc1cccc(CC)c1NC(=O)C(CC)Sc1nc2ccsc2c(=O)n1CCC(=O)O (stereo unspecified),0,-3.9,10,i,-1.4,-0.6,-2,nt,nt
COc1ccc(S(=O)(=O)N2CCCCCC2)cc1C(=O)N(C)Cc1ccccc1F,2,0.4,22,-0.6,2.3,nt,7,0.5,0.9
CC(C)OC(=O)Cn1nc(C(c2ccccc2)c2ccccc2)oc1=O,-1,-1.2,33,-0.2,1.4,-0.9,7,0.7,0.0
Cc1ccc(S(=O)(=O)N(C)C2(C)CCS(=O)(=O)C2)cc1 (stereo unspecified),-1,-4.0,7,-0.2,nt,1.4,-3,-0.4,1.2
Cc1ccc(N(C(=O)c2csnn2)C(C(=O)NC2CCCCC2)c2ccccn2)cc1 (stereo unspecified),0,0.3,1,-0.3,0.3,1.6,-4,0.2,-0.7
O=S(=O)(CCNCc1ccco1)NCc1ccccc1,-1,-4.0,-6,-0.4,1.0,-0.6,5,nt,0.3
COc1cc2c(cc1OC)CN(C(=O)c1cccc(S(=O)(=O)N3CCc4ccccc43)c1)CC2,2,-0.3,23,0.0,0.1,0.1,4,0.7,3.7
CCOC(=O)SC1=N/C(=C\c2ccc(N(C)C)cc2)C(=O)S1,-10,0.6,1,-0.2,1.6,nt,9,-4.1,-0.4
NS(=O)(=O)c1ccc(S(=O)(=O)N(Cc2ccccc2F)CC2CCCO2)cc1 (stereo unspecified),4,-1.4,0,i,nt,2.5,7,0.9,-0.4
Cc1cc(N)ccc1N1CCCC1,-2,1.6,5,i,nt,1.1,-4,-2.8,-0.3
C=CCC1(CC=C)CCCN1C(=O)C1CCC(=O)N(Cc2ccc(Cl)cc2)C1 (stereo unspecified),-4,-0.7,23,2.9,1.6,nt,5,nt,nt
CC(C(=O)N1CCCC1)N(C)CC(=O)Nc1cccc(F)c1 (stereo unspecified),2,-4.7,-3,0.0,0.6,-0.5,-13,2.1,-0.9
CCOC(=O)Cn1c(=O)n(Cc2ccc(C)cc2)c(=O)c2cccnc21,-1,0.9,4,-1.2,1.1,0.9,10,-2.4,0.7
CCN(CC)CCN(C(=O)c1ccc2c(c1)CCCC2)c1nc2ccc(OC)cc2s1,5,-2.1,15,-0.3,-1.0,-1.2,8,-5.6,-0.6
CCc1cccc(NC(=O)COC(=O)c2cc(=O)c3ccccc3o2)c1,0,-2.5,4,i,2.4,-1.6,5,nt,-0.4
COc1ccc(CCN2C(=O)CC(NNc3ccc([N+](=O)[O-])cc3)C2=O)cc1OC (stereo unspecified),-2,-3.2,-11,i,0.6,nt,26,0.2,0.0
